# Bioassay records from PubChem.
# GSTO1 inh: GSTO1 inhibition, counter-screen for RBBP9 inhibitors. 1.1% of 300,000 active. inhibition, % at 5.96 µM. recombinant GSTO1, activity-based probe fluorescence polarization. AID 1974;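 active = inhibition above the campaign mean inhibition plus 3 SD, cut at about 35% in these data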;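 note: 0% = GSTO1-1 with DMSO and 100% = wells lacking GSTO1-1 enzyme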
# PAFAH2 inh: PAFAH2 (human) inhibition. recombinant PAFAH2, FP-rhodamine activity probe, fluorescence polarization. inhibition, % at 3.39 µM. 0.99% of 340,000 active. AID 492956;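 active = inhibition above the mean over all tested compounds plus 3 SD, cut at about 30% in these data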;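 note: inhibitors block probe labeling of enzyme so polarization drops; 0% = enzyme with DMSO and 100% = wells lacking PAFAH2 protein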
# LYPLA1 counter: counter-screen for PME1 inhibitors: inhibitors of human LYPLA1 | O75608 | recombinant LYPLA1, FP-Rh probe fluorescence polarization | inhibition, % at 5.9 µM | 0.16% of 320,000 active | AID 2174;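 active = inhibition above the mean of all tested compounds plus 3 SD, set per campaign, cut at about 14% in these data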;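 note: inhibitors block serine hydrolase probe labeling of LYPLA1 so polarization falls; 0% = enzyme with DMSO and 100% = wells lacking LYPLA1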
# PAD4 FP inh: blocks human protein arginine deiminase 4. AID 485272. recombinant PAD4, RCA probe fluorescence polarization. inhibition, % at 6.36 µM. Q9UM07. 0.41% of 330,000 active;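 active = percent inhibition above a cutoff equal to the mean of all tested compounds plus 3 SD, cut at about 15% in these data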;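 note: 0% = PAD4 with RCA probe and DMSO and 100% = probe without PAD4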
# PAFAH1B3 inh: blocks human PAF acetylhydrolase 1B catalytic subunit 3 | inhibition, % at 3.39 µM | 0.28% of 340,000 active | recombinant PAFAH1B3, FP-rhodamine probe, fluorescence polarization | AID 492972;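 active = inhibition above the screen-wide average of all tested compounds plus 3 SD, cut at about 25% in these data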;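 note: 0% = enzyme with DMSO only and 100% = wells lacking PAFAH1B3 protein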
# ZTA DNA inh: ZTA (EBV) inhibition in EBNA-1 counter-screen; P03206; ZTA-DNA binding, fluorescence polarization; inhibition, % at 11 µM; 0.15% of 320,000 active; AID 2234; in the data active = inhibition above about 33%
# Target sequence (P03206 whole entry, looked up): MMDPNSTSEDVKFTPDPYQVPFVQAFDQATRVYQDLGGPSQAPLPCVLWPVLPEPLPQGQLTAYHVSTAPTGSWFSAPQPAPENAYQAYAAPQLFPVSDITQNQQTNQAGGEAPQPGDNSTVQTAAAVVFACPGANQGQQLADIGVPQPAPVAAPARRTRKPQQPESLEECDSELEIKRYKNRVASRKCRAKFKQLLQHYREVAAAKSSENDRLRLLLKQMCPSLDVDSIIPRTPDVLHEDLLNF
# LYPLA2 counter: counter-screen for PME1 inhibitors: inhibitors of human LYPLA2; inhibition, % at 5.9 µM; 0.38% of 320,000 active; AID 2177; recombinant LYPLA2, FP-Rh probe fluorescence polarization;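 active = inhibition above the screen-wide mean plus 3 SD, limit set per campaign, cut at about 26% in these data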;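 note: 0% = LYPLA2 with DMSO and 100% = wells lacking LYPLA2 enzyme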
# EBNA-1 inhibitor: blocks EBNA-1 binding to DNA; EBNA-1 DNA binding, fluorescence polarization; 0.34% of 300,000 active; inhibition, % at 14.8 µM; in the data active = inhibition above about 28%
# PREPL inh: inhibitors of human prolyl oligopeptidase-like enzyme PREPL; 0.68% of 320,000 active; inhibition, % at 5.96 µM; Q4J6C6; recombinant PREPL, fluorescence polarization activity-based probe; in the data active = inhibition above about 43%;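 note: 0% = enzyme with DMSO and 100% = wells lacking enzyme; many of its hits are not listed in these tables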
# Target sequence (Q4J6C6 whole entry, looked up): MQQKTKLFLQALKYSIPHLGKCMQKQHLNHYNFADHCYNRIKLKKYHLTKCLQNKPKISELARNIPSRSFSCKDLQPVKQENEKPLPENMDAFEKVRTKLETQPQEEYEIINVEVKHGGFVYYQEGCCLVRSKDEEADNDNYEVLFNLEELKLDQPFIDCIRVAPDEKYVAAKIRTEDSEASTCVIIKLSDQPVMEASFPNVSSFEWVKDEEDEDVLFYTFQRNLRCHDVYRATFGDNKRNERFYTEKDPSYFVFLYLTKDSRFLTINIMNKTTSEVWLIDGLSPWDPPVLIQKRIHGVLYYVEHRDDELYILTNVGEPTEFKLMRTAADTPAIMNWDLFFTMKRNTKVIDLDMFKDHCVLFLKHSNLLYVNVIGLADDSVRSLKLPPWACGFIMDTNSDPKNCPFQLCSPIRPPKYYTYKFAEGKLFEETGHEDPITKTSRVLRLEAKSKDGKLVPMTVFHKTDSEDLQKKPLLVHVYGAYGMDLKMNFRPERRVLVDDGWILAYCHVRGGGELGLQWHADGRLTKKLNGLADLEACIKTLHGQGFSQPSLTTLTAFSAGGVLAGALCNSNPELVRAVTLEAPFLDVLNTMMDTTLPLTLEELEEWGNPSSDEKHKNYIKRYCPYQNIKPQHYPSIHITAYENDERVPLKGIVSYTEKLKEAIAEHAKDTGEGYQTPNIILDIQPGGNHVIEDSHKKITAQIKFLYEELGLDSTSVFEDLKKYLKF
# Numbers without * were called inactive; . = no result given. Only part of the results is shown; count on the stated rates, not on these rows.
SMILES,GSTO1 inh,PAFAH2 inh,LYPLA1 counter,PAD4 FP inh,PAFAH1B3 inh,ZTA DNA inh,LYPLA2 counter,EBNA-1 inhibitor,PREPL inh
Cc1cc(Br)ccc1SCC(=O)OCC(=O)c1c(N)n(C)c(=O)n(C)c1=O,-9,-5,-3,-4,-1,3,-2,-11,35
CCCc1cc(C(=O)Nc2cccc(Cl)c2C)no1,1,8,-4,0,-5,0,-3,-9,12
CCc1[nH]nc2c1C1(CCN(C(=O)OCc3ccccc3)CC1)C(C#N)=C(N)O2,26,-3,2,2,2,-17,0,8,-2
Nc1nc(N)c2nc(CNc3ccc(C(=O)NC(CCC(=O)O)C(=O)O)cc3)cnc2n1 (stereo not drawn),-5,.,-5,-3,.,16,-4,1,-15
Cn1cccc1C(=O)NC(=O)COC(=O)CNS(=O)(=O)c1ccc(Br)cc1,6,6,3,-1,7,-3,0,10,19
COc1ccc(CNC(=O)c2c(C)nc3ccccn23)cc1,7,6,-1,-1,-4,-5,4,-3,7
COC(=O)c1cn(NC(=O)C2CCC(C)CC2)c(=O)c2ccccc12 (stereo not drawn),-6,-1,1,-1,7,15,-1,10,-6
COC(=O)Nc1ccc(S(=O)(=O)N2CCC(C(=O)N3CCC(C)CC3)CC2)cc1,2,2,1,1,4,-24,3,-1,3
CN(C)CCNS(=O)(=O)c1ccc(N2CCN(c3ccc(F)cc3)CC2)c([N+](=O)[O-])c1,-11,-2,0,-1,3,-3,5,-13,33
Fc1ccc(NCc2cccnc2)cc1F,-1,10,-1,1,16,0,3,4,5
O=C1S/C(=C\c2ccccc2)C(=O)N1CC(O)Cn1c2ccccc2c2ccccc21 (stereo not drawn),5,-16,-20,-5,-7,1,-58,30*,18
CC(/C=C/c1ccco1)=N/NC(=O)CNc1ccccc1C,-1,-8,-6,-2,-4,-3,-3,14,4
O=c1[nH]c2ccc(Cl)cc2c(-c2ccccc2)c1CN1CCOCC1,4,11,0,4,9,4,4,-15,18
CC1CCN(C(=O)Cn2cc(C(=O)c3ccco3)c3ccccc32)CC1,-4,-12,-3,3,2,3,1,-9,0
O=C1OCc2cc(NC(=O)C3COc4ccccc4O3)ccc21 (stereo not drawn),-3,-3,2,-7,11,-1,-6,-7,6
O=C(NCC1CCCO1)c1cc2n(n1)C(C(F)(F)F)CC(c1ccc(Br)cc1)N2 (stereo not drawn),8,-5,2,4,11,3,5,11,-13
Cc1c(NC(=O)c2cc(-c3ccc(F)cc3)on2)c(=O)n(-c2ccccc2)n1C,-4,0,5,-2,6,-1,4,9,26
Cc1ccccc1C(=O)NCC(=O)NNC(=S)NC(=O)c1ccccc1C,4,-1,2,5,-2,14,-3,-1,5
COc1ccc(NC(=O)CSc2cc(C)ccc2C)cn1,3,-1,4,6,1,3,1,7,2
CCOc1ccc(-c2nnn(CC#N)n2)cc1OC,-1,-1,0,2,7,5,3,2,-6
Cn1cc(C=O)c2cc(S(=O)(=O)N3CCOCC3)ccc21,-6,6,3,-4,6,7,15,2,16
CCN(CC(=O)Nc1ccc(NC(C)=O)cc1)C(=O)C1COc2ccccc2O1 (stereo not drawn),0,-3,-3,1,2,6,1,-6,-6
NC(=O)NCc1cccnc1,-1,0,2,-1,-5,19,-6,-4,0
Cc1cc(C)n(-c2ncc(-c3ccccc3)nn2)n1,2,-11,-1,0,12,7,-4,14,4

# 2 entries from above, tab-delimited:
SMILES	GSTO1 inh	PAFAH2 inh	LYPLA1 counter	PAD4 FP inh	PAFAH1B3 inh	ZTA DNA inh	LYPLA2 counter	EBNA-1 inhibitor	PREPL inh
Cn1cccc1C(=O)NC(=O)COC(=O)CNS(=O)(=O)c1ccc(Br)cc1	6	6	3	-1	7	-3	0	10	19
COc1ccc(CNC(=O)c2c(C)nc3ccccn23)cc1	7	6	-1	-1	-4	-5	4	-3	7

# Next part
SMILES,GSTO1 inh,PAFAH2 inh,LYPLA1 counter,PAD4 FP inh,PAFAH1B3 inh,ZTA DNA inh,LYPLA2 counter,EBNA-1 inhibitor,PREPL inh
COc1ccc(NS(=O)(=O)c2ccc(C)c(C(=O)NCC(c3cccs3)N3CCOCC3)c2)cc1 (stereo not drawn),11,7,2,0,2,5,1,-9,2
CCCN1CCN(C(=O)c2oc3c(Cl)cccc3c2C)CC1,-5,-5,1,0,4,-9,0,10,-3
COc1ccc(CN2C(=O)CC(Cc3cc(C)cc(C)c3)C2=O)cc1OC (stereo not drawn),1,7,-1,-1,2,-3,-1,2,-1
CC1CCc2c(nc3ncnn3c2N2CCN(c3ccccc3F)CC2)C1 (stereo not drawn),-4,-5,-2,-7,1,-1,4,-2,20
Cc1ccc(NC=C(S(=O)(=O)c2ccccc2)S(=O)(=O)c2ccccc2)c(C)c1,8,0,4,0,5,-2,2,-3,-1
CC1=C(C)CC(C(=O)c2ccccc2)C(C(=O)O)C1 (stereo not drawn),4,2,3,1,-1,-2,4,0,4
C=CCn1c(-c2cccn(Cc3ccccc3)c2=O)n[nH]c1=S,-5,5,-2,2,3,-3,-8,4,-8
CC(Nc1nc(-c2ccc3c(c2)NC(=O)CO3)cs1)c1ccccc1 (stereo not drawn),10,25,-3,-5,3,-20,3,-2,14
Cc1ccc(-n2[nH]c(C)c(C=Nc3ccc4[nH]c(=O)[nH]c4c3)c2=O)cc1C,-11,13,-6,1,9,52*,-9,-7,57*
CC(=O)N1CC[n+]2c(-c3ccc(Cl)cc3Cl)csc21,4,-2,-2,16*,-1,-7,4,10,17
CCCCNC(=O)CN(c1ccc(Cl)c(Cl)c1)S(C)(=O)=O,-4,9,-2,-7,4,-5,2,-2,17
O=C1CN(C(=O)c2cc([N+](=O)[O-])ccc2Cl)C(c2ccc(F)cc2)c2cc(F)ccc2N1 (stereo not drawn),-3,-2,2,2,8,10,10,14,15
COC(=O)c1[nH]c2ccc(Cl)cc2c1NC(=O)CN1CCc2cc(OC)c(OC)cc2C1,-4,2,-5,3,10,20,-7,6,21
CCn1ncc(/C=N\NC(=O)c2ccc3c(c2)c(C)c(C)n3Cc2ccccc2)c1C,-1,-20,-6,-3,-4,10,-10,-9,13
Cc1ccc(C)n1NC(=O)c1cccs1,4,13,3,5,6,5,2,-3,0
CN(C)CCCCOc1ccccc1F,3,5,0,4,1,19,0,8,-1
COc1ccc(N2CCN(CCC(O)c3ccc4ccccc4c3)CC2)cc1 (stereo not drawn),-5,-1,0,-6,1,-13,4,-12,71*
CN(Cc1cccs1)C(=O)/C=C/c1ccccc1[N+](=O)[O-],2,-1,1,-2,-2,-2,1,1,4
COc1cc(NC(=O)c2csc(-c3ccncc3)n2)cc(C(=O)Nc2cccc(C(F)(F)F)c2)c1,-98,-107,-51,3,-70,4,-108,5,-1
COc1cc(C2NC(=O)C(C#N)=C(S)N2c2ccc(C)cc2)ccc1OC(C)C (stereo not drawn),18,13,2,5,-7,-4,6,7,-3
CN1CCN(S(=O)(=O)c2ccc(N3CCc4ccccc4C3)nc2)CC1,3,-3,1,-6,3,-5,0,-3,21
CNC(=O)CSc1nnc(-c2cnccn2)n1C,-6,8,-1,-5,12,-12,-6,-10,4
CO/N=C/c1ccc(N2CCOCC2)c([N+](=O)[O-])c1,9,-6,2,0,1,-4,0,0,-3
COc1cccc(OC)c1OCC(C)CNCC1CCCO1 (stereo not drawn),6,1,-2,-3,6,-12,-1,-11,2
COC(=O)c1[nH]c2ccc(F)cc2c1NC(=O)Nc1ccc(OC)cc1,4,-5,-2,0,-3,12,-1,-4,-5
CN(C)CCSc1nc(N)c2c3c(sc2n1)CN(C)CC3,-6,8,0,7,-2,1,2,-6,15
O=C(CNS(=O)(=O)c1cccs1)N1CCN(c2ccccn2)CC1,6,1,3,-4,9,-8,2,-8,-3
COC(=O)c1sccc1NC(=O)c1cccnc1,4,-1,-4,4,3,-8,6,-9,15
Cc1cc2c(c(=O)n1C1CC1)C(c1cccc(Cl)c1)C(C#N)=C(N)O2 (stereo not drawn),-6,-7,-3,2,2,3,-4,-4,-3
Cc1ccc(Cn2nnc3c(=O)[nH]c(C4CCN(S(=O)(=O)/C=C/c5ccccc5)CC4)nc32)cc1,-24,-7,-12,-2,2,-5,-22,-10,23
COC(=O)C1C2C=CC(C3CC23)C1C(=O)OCC(=O)c1ccc(OC)cc1 (stereo not drawn),-4,1,-2,0,9,8,-1,-4,10
CN1CCCN(Cc2nc(-c3cccc(C(F)(F)F)c3)no2)CC1,-5,6,1,0,10,6,1,1,10
C=CC[C@H](CC(=O)N(CCO)Cc1ccccc1)C(=O)N[C@@H](C)COC(=O)[C@H](CC=C)CC(=O)OC(C)(C)C,.,1,.,4,7,.,.,.,13
Cc1nn(C)c(C(=O)N/N=C/c2cccc(Oc3ccccc3)c2)c1Br,6,-3,-3,0,5,-1,4,0,-3
O=C(CCS(=O)(=O)c1ccc(Br)s1)N1CCc2ccccc21,36*,-2,-3,-4,6,14,-1,12,-45
COc1ccc(N2C(=O)c3cccc4cccc(c34)C2=O)cc1,6,-3,-4,1,10,-27,-5,-6,2
CCC/C(O)=C1\C(=O)CC(C)(C)CC1=NCc1ccccc1,10,-4,-1,-5,-3,10,3,5,-10
CCOC(=O)c1ccc(-n2c(=S)sc3c(=O)[nH]c(C)nc32)cc1,17,4,-3,0,14,3,4,-1,-5

# Reformatted: 14 of the compounds above.
# Order of results – GSTO1 inh	PAFAH2 inh	LYPLA1 counter	PAD4 FP inh	PAFAH1B3 inh	ZTA DNA inh	LYPLA2 counter	EBNA-1 inhibitor	PREPL inh
- COC(=O)c1[nH]c2ccc(F)cc2c1NC(=O)Nc1ccc(OC)cc1
    4	-5	-2	0	-3	12	-1	-4	-5
- CN(C)CCSc1nc(N)c2c3c(sc2n1)CN(C)CC3
    -6	8	0	7	-2	1	2	-6	15
- O=C(CNS(=O)(=O)c1cccs1)N1CCN(c2ccccn2)CC1
    6	1	3	-4	9	-8	2	-8	-3
- COC(=O)c1sccc1NC(=O)c1cccnc1
    4	-1	-4	4	3	-8	6	-9	15
- Cc1cc2c(c(=O)n1C1CC1)C(c1cccc(Cl)c1)C(C#N)=C(N)O2 (stereo not drawn)
    -6	-7	-3	2	2	3	-4	-4	-3
- Cc1ccc(Cn2nnc3c(=O)[nH]c(C4CCN(S(=O)(=O)/C=C/c5ccccc5)CC4)nc32)cc1
    -24	-7	-12	-2	2	-5	-22	-10	23
- COC(=O)C1C2C=CC(C3CC23)C1C(=O)OCC(=O)c1ccc(OC)cc1 (stereo not drawn)
    -4	1	-2	0	9	8	-1	-4	10
- CN1CCCN(Cc2nc(-c3cccc(C(F)(F)F)c3)no2)CC1
    -5	6	1	0	10	6	1	1	10
- C=CC[C@H](CC(=O)N(CCO)Cc1ccccc1)C(=O)N[C@@H](C)COC(=O)[C@H](CC=C)CC(=O)OC(C)(C)C
    .	1	.	4	7	.	.	.	13
- Cc1nn(C)c(C(=O)N/N=C/c2cccc(Oc3ccccc3)c2)c1Br
    6	-3	-3	0	5	-1	4	0	-3
- O=C(CCS(=O)(=O)c1ccc(Br)s1)N1CCc2ccccc21
    36*	-2	-3	-4	6	14	-1	12	-45
- COc1ccc(N2C(=O)c3cccc4cccc(c34)C2=O)cc1
    6	-3	-4	1	10	-27	-5	-6	2
- CCC/C(O)=C1\C(=O)CC(C)(C)CC1=NCc1ccccc1
    10	-4	-1	-5	-3	10	3	5	-10
- CCOC(=O)c1ccc(-n2c(=S)sc3c(=O)[nH]c(C)nc32)cc1
    17	4	-3	0	14	3	4	-1	-5
